# Screens as filed in PubChem.
# CD40 NFkB inh: CD40 pathway inhibition in BL2 cells; BL2 NF-kB luciferase reporter, CD40L-induced, 4 h; inhibition, % at 10 µM; 83,000 compounds, 0.94% hits; AID 1053188;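 active = mean inhibition of at least 50% with a set share of replicates also reaching that level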;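 note: 0% = neutral control wells and 100% = IKK inhibitor VII at 50 µM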
# Active calls of the source: *; & = joins results of further samples; [ ] = remark or other dose.
# The opening three compounds, ahead of the listing:
SMILES,CD40 NFkB inh
COc1ccc(-c2nn(C)c(=O)c3ccccc23)cc1NC(=O)Cn1nc(C)c2ccccc2c1=O,4.2
O=S(=O)(Cc1cc(Cl)nc(-c2cccnc2)n1)c1ccccc1,15.1
O=C1CCc2cc(S(=O)(=O)Nc3cccc(F)c3)cc3c2N1CC3,8.6

# Results (from the top)
SMILES,CD40 NFkB inh
COc1ccc(-c2nn(C)c(=O)c3ccccc23)cc1NC(=O)Cn1nc(C)c2ccccc2c1=O,4.2
O=S(=O)(Cc1cc(Cl)nc(-c2cccnc2)n1)c1ccccc1,15.1
O=C1CCc2cc(S(=O)(=O)Nc3cccc(F)c3)cc3c2N1CC3,8.6
Cc1ccc(S(=O)(=O)N2CCN(CC(=O)N/N=C\c3ccc(O)c(O)c3)CC2)cc1,3.5
CN(C)C(=O)c1ccc(-c2ccc3c(c2)[C@H]2[C@H](CCN2C(=O)C2CCCCC2)[C@@H](CO)N3C)cc1,38.8
Cc1noc(C)c1NC(=O)N[C@@H]1CC[C@H](CCNC(=O)C2CCCCC2)O[C@@H]1CO,5.8
CO[C@H]1CN(C)C(=O)c2cc(NC(C)=O)ccc2OC[C@H](C)N(Cc2ccncc2)C[C@H]1C,3.4[25 µM]
Nc1nnc(-c2cn(-c3ccccc3)nc2-c2ccccc2)o1,-29.8
CN1c2ccc(-c3ccccc3F)cc2[C@H]2[C@H](CCN2C(=O)c2ccccn2)[C@@H]1CO,-38.2[25 µM]
COc1ccc(S(=O)(=O)N2CCN(C(=O)c3cc(C4CC4)nn3-c3ccccc3)CC2)cc1OC,3.1
CCCNC(=O)N1CCC2(CC1)CN(C(=O)COC)[C@H](CO)c1[nH]c3cc(OC)ccc3c12,-2.3[25 µM]
O=C(COc1ccc2ccccc2c1)NCCn1ccc2ccccc21,-0.7
O=C(c1ccco1)N1CCN(C(=O)c2cc(=O)[nH]c3ccccc23)CC1,-3.6
COc1ccc(C2Nc3ccccc3C(=O)N2C2CCCCC2)cc1 (stereo unspecified),-27.0
CN(CCC1CCOCC1)C(=O)CC1C(=O)NCCN1CC1CCCCC1 (stereo unspecified),5.0
CCOP(=O)(OCC)C(Nc1ccc(C)cc1)c1ccco1 (stereo unspecified),-1.3
O=C(CN1C(=O)COc2ccccc21)N1CCCc2ccccc21,14.4
COc1cccc(NC(=O)N2CC(=O)N3[C@H](C2)[C@@H](c2ccc(C#CC4CCCC4)cc2)[C@@H]3CO)c1,10.3
COC(=O)C1=C(C)N=C2SC(C)C(=O)N2C1c1cccs1 (stereo unspecified),9.1
O=C(NCCc1c[nH]c2ccccc12)c1ccc(-n2cnnn2)cc1,-6.6
C[C@@H]1CN([C@H](C)CO)C(=O)CCCn2cc(nn2)CO[C@@H]1CN(C)S(=O)(=O)c1cccs1,1.2[25 µM]
OCCC1CN(Cc2ccccc2-c2ccco2)CCN1Cc1ccsc1 (stereo unspecified),2.6
Cc1cccc(CCNS(=O)(=O)c2cc3c(cc2C)NC(=O)CO3)c1,9.1
Cc1ccc(C(=O)OCC(=O)c2ccc(CC(=O)N3CCOCC3)s2)c(C)c1,-25.9
CC(=O)Nc1ccc2c(c1)-c1ccc(F)cc1C2,-5.8
# Other entries follow:
SMILES,CD40 NFkB inh
CCC(CC)C(=O)NCCc1ccc(F)cc1,-27.2
COc1ccc2c(c1)CCCC21NC(=O)N(CC(=O)N2CC(C)OC(C)C2)C1=O (stereo unspecified),3.1
C[C@H](CO)N1C[C@H](C)[C@H](CN(C)S(=O)(=O)c2ccc(Oc3ccccc3)nc2)OCc2cnnn2CCCC1=O,10.3[25 µM]
O=C(CCn1ccnc1)Nc1ccc2ccccc2c1,1.2
Cc1cc(C)c(S(=O)(=O)N2CCN(C(=O)c3c(C)nn(-c4ccccc4)c3Cl)CC2)c(C)c1,8.7
CCOc1ncccc1C(=O)OCC(=O)Nc1ccc(Cl)cn1,15.2
CN(C)C(=O)c1cccc(-c2ccc([C@H]3[C@@H](CO)N4C(=O)CN(C(=O)C5CCCC5)C[C@@H]34)cc2)c1,3.7
C=C(C)Cn1c(NCCC)nc2c1c(=O)n(C)c(=O)n2C,18.3
CC1Cn2c(nc3sc4c(c3c2=O)CCC4)N1CCO (stereo unspecified),3.8
COc1ccccc1OCC(=O)NCCCN1CCOCC1,2.2
CC=Cc1ccc2n(c1=O)C[C@@H]1[C@@H](CO)[C@H](C(=O)N[C@H](C)c3ccccc3)N(C(=O)c3ccccn3)[C@H]21 (mixture of isomers),3.1[25 µM]
CC(C)(C)c1cc(N)n2nc(C(C)(C)C)cc2n1,6.4
Cc1ccc(S(=O)(=O)CC(=O)Nc2ccc(S(=O)(=O)Nc3ccccn3)cc2)cc1,-0.6
Cc1cc[n+](CC2OCc3ccccc3CO2)cc1,5.8
C[C@@H]1CN([C@@H](C)CO)C(=O)c2cc(NS(C)(=O)=O)ccc2O[C@@H]1CN(C)Cc1ccccc1,5.6
CSCCC(NC(=O)c1ccccc1Cl)C(=O)Nc1cccc(S(=O)(=O)N2CCCC2)c1 (stereo unspecified),-4.0
O=C(Nc1ccc2c(c1)OCO2)NC1CCN(Cc2ccccc2)CC1,-30.5
N#C[C@H]1[C@H](c2ccc(C#Cc3cccnc3)cc2)[C@@H](CO)N1C(=O)NC1CCCC1,7.5
Cc1ccccc1N=C(N)Nc1ccccc1C,-7.1[25 µM]
CCOc1ccc(Oc2ccc(C(F)(F)F)cc2NC(=O)C2=COCCO2)cc1,9.0
Cc1ccc(C)c(NC(=O)CC2Sc3ccccc3NC2=O)c1 (stereo unspecified),-0.4
O=C(Cc1cccs1)NCCN1CCOCC1,8.9
COc1ccc(CN(C)CC(=O)Nc2cccc3ccccc23)cc1F,-6.3
O=C(NNS(=O)(=O)c1ccc2ccccc2c1)C1CCN(Cc2ccccc2)CC1,12.6
O=C(NCCCn1ccnc1)/C(=C/c1cccs1)NC(=O)c1ccco1,6.6
# Next part:
SMILES,CD40 NFkB inh
O=C(Nc1ccc(S(=O)(=O)NC2=NCCCCC2)cc1)c1cccc(S(=O)(=O)N2CCOCC2)c1,-0.2
CCOC(=O)Cc1nc(-c2cccc(C(F)(F)F)c2)no1,2.5
Cc1cc(C)nc(N2C(=O)CC(C(=O)O)NC2=NCCc2c[nH]c3ccccc23)n1 (stereo unspecified),12.2
COc1ccccc1N1CC(C(=O)Nc2ccc(C)c(S(=O)(=O)N3CCOCC3)c2)CC1=O (stereo unspecified),7.0
COc1ccc(CNC(=O)C[C@H]2C[C@H]3c4cc(NC(=O)NC5CCCC5)ccc4O[C@H]3[C@H](CO)O2)cc1,5.1[25 µM]
CCN=c1scc(-c2ccc3c(c2)NC(=O)CO3)n1N=C1CCCC1,-6.9
O=C(NC1CCN(Cc2ccccc2)CC1)c1ccccc1OCc1ccccc1,-8.8
COc1cccc(C(=O)NCC2CCCN2S(=O)(=O)c2ccccc2)c1 (stereo unspecified),9.6
COC(=O)c1sc(NC(C)=O)c(C(=O)OC)c1C,3.1
COc1ccc(OC)c2c1sc(=NC(=O)C(C)(C)C)n2C,10.5
O=C(CN1CCN(c2ccccc2)CC1)Nc1ccc(-n2cnnn2)cc1,3.0
CN1[C@H](C(=O)NCCc2ccccc2)[C@@H](CO)[C@@H]2Cn3c(cccc3=O)[C@@H]21,-3.1[25 µM]
c1ccc(OCCN2CCN(Cc3nc(-c4ccc5c(c4)OCO5)no3)CC2)cc1,9.2
CC1CCc2nc(N)c(C#N)c(-c3cccnc3)c2C1 (stereo unspecified),18.6
CS(=O)(=O)N(CC(=O)N1CCOCC1)c1ccc2c3c(cccc13)CC2,6.9
COc1cc(CCC(=O)OCC(=O)N2CC(=O)Nc3ccccc32)cc(OC)c1OC,-14.1
CC1CC(=O)c2cc(-c3ccccc3)oc2C1 (stereo unspecified),0.4
O=C(Nc1cc(F)ccc1F)N1[C@@H]2CNC[C@H]1C2c1ccc(-c2cccnc2)cc1 (stereo partly specified),-9.7&2.5[25 µM]
O=C1CSC(c2ccccn2)N1c1ccccc1 (stereo unspecified),12.9
COc1ccc(S(=O)(=O)N(C)C[C@H]2OCCCC[C@@H](C)Oc3ccc(NC(=O)Cc4ccccc4)cc3C(=O)N([C@@H](C)CO)C[C@H]2C)cc1,22.6[25 µM]
C[C@H]1CCCCO[C@H](CN(C)Cc2ccc3c(c2)OCO3)[C@@H](C)CN([C@@H](C)CO)C(=O)c2cc(NS(=O)(=O)c3cn(C)cn3)ccc2O1,-1.2[25 µM]
N#C[C@H]1[C@@H](c2ccc(C#Cc3ccccc3F)cc2)[C@H](CO)N1C(=O)C1CC1,30.4[25 µM]
O=C1c2ccccc2C(=O)N1C1C=CC=CC=C1,-13.3
CCS(=O)(=O)N1[C@H](CO)[C@@H](c2ccc(C#CCC3CCCC3)cc2)[C@@H]1C#N,0.3[25 µM]
O=C(CCCN1C(=O)c2cccc3cccc(c23)C1=O)Nc1nccs1,9.3

# Taken from the entries so far for reference:
SMILES,CD40 NFkB inh
CCS(=O)(=O)N1[C@H](CO)[C@@H](c2ccc(C#CCC3CCCC3)cc2)[C@@H]1C#N,0.3[25 µM]
O=C(CCCN1C(=O)c2cccc3cccc(c23)C1=O)Nc1nccs1,9.3

# Following part.
SMILES,CD40 NFkB inh
O=S(=O)(c1ccc2nnn(OCc3ccccc3)c2c1)N1CCOCC1,-1.0
CCOC(=O)c1c(NC(=O)CSc2nc3ccc(OC)cc3[nH]2)sc2c1CC(C)(C)NC2(C)C,5.4
NC(=O)C1CCN(c2ccnc3cc(Cl)ccc23)CC1,7.4
CC(C)CNS(=O)(=O)c1cc(C(=O)O)c(Cl)cc1Cl,13.6
Cc1ccc(C(=O)NC(C)C2CCCO2)o1 (stereo unspecified),6.5
CC1=CC(=O)N(c2cccc(C(F)(F)F)c2)C1c1ccc(Cl)cc1 (stereo unspecified),25.7
CCCNC(=O)C[C@H]1CC[C@H]2[C@@H](COC[C@H](O)CN2Cc2ccncc2)O1,-1.0[25 µM]
O=C(NCCS(=O)(=O)NCc1ccc(F)cc1)c1ccc2c(c1)OCO2,15.0
CC(C)c1ccc(NC(=O)C(c2ccccc2)N2CC(=O)Nc3ccccc32)cc1 (stereo unspecified),-42.9
CCCC#Cc1ccc2c(c1)[C@@H]1[C@@H](CCN1S(=O)(=O)c1ccc(C)cc1)[C@@H](CO)N2C,-13.4[25 µM]
O=C(NNC1OC(CO)C(O)C(O)C1O)c1cccc(Br)c1 (stereo unspecified),3.8
CCOC(=O)c1c(-c2ccc(C)s2)csc1N,-1.0
COCCCn1c(SCC(=O)Nc2oc(C)c3c(C)n[nH]c(=O)c23)nc2ccccc2c1=O,-13.3
Cc1ccc(C)c(-c2csc(NC(=O)c3cnccn3)n2)c1,11.6
Cc1cccc(OCC(=O)Nc2cccc(C(=O)Nc3ccccc3C(=O)O)c2)c1,4.9
COc1ccccc1C(=O)COC(=O)Cc1c[nH]c2ccccc12,-0.5
COc1ccccc1S(=O)(=O)N(C)C[C@H]1OCc2ccccc2-c2ccccc2C(=O)N([C@H](C)CO)C[C@@H]1C,10.8[25 µM]
O=C(C[C@H]1C[C@@H]2c3cc(NC(=O)NC4CCCC4)ccc3O[C@@H]2[C@@H](CO)O1)NCCc1ccccc1,-0.2
Cn1cc(Cl)c(C(=O)NC2CCCCCC2)n1,-32.2
Cc1cc(C)c2nc(SCCC#N)nc(C)c2c1,-29.2
O=C1CC2(CCN(S(=O)(=O)c3ccccc3F)CC2)Oc2ccccc21,7.4
COc1ccc(C(=O)C2=NN(C(C)=O)CC2c2ccco2)cc1 (stereo unspecified),-29.4
Cc1ccc(NC(=O)c2ccccc2OCc2ccc([N+](=O)[O-])cc2)nc1,-5.4
CC(=O)N1CCc2ccc(S(=O)(=O)Nc3ccccc3Cl)cc21,5.1
O=C1CC[C@@H](C(=O)N2CSC[C@H]2C(=O)O)N1,21.1

# Looked up by compound from above, 5 records:
SMILES,CD40 NFkB inh
O=S(=O)(c1ccc2nnn(OCc3ccccc3)c2c1)N1CCOCC1,-1.0
O=C(NNC1OC(CO)C(O)C(O)C1O)c1cccc(Br)c1 (stereo unspecified),3.8
COc1ccc(-c2nn(C)c(=O)c3ccccc23)cc1NC(=O)Cn1nc(C)c2ccccc2c1=O,4.2
CC1CCc2nc(N)c(C#N)c(-c3cccnc3)c2C1 (stereo unspecified),18.6
CC(=O)Nc1ccc2c(c1)-c1ccc(F)cc1C2,-5.8

# Next section
SMILES,CD40 NFkB inh
COCC(=O)N(C)C[C@H]1[C@H](c2ccccc2)[C@@H](CO)N1C(=O)Cc1ccncc1,2.4[25 µM]
Cc1nc2c(-c3ccc(F)cc3)c(C)nn2c(C)c1CCC(=O)NCc1ccco1,9.9
COc1ccccc1-c1ccc([C@H]2[C@@H](CO)N(C(=O)C3CCOCC3)[C@H]2C#N)cc1,-6.1[25 µM]
COc1cc2c(cc1OC)[C@@H]1CC(=O)[C@@H](CC(C)C)CN1CC2,-3.6[25 µM]
COc1ccc(/C=C(/C#N)c2cccnc2)cc1OC,-15.3
CNC[C@@H]1Oc2c(cccc2N(C)C)C(=O)N(C)C[C@H]1C,4.6
N#Cc1cccc(-c2ccc3c(c2)[C@H]2[C@H](CCN2S(=O)(=O)c2ccc(F)cc2)[C@H](CO)N3)c1,-18.6[25 µM]
COc1ccc(OC)c(/C=C/C(=O)OCC(=O)NCc2ccccc2)c1,-1.8
COc1ccc(NS(=O)(=O)c2cccc(C(=O)N(C)Cc3cccs3)c2)cc1,-13.2
CO[C@H]1CN(C)C(=O)c2cc(NC(=O)c3cc(C)on3)ccc2OC[C@H](C)N(C(=O)C2CC2)C[C@@H]1C,2.0
CCOC(=O)c1nn(-c2ccc(F)cc2)c(=O)cc1OCC(=O)Nc1ccc(OCC)cc1,11.1
CCCC#Cc1ccc([C@@H]2[C@@H](CO)N(C(=O)CN3CCOCC3)[C@H]2C#N)cc1,-8.3[25 µM]
COc1ccc(Nc2nc(-c3ccccc3)c3ccccc3n2)cc1,3.0
CC(=O)Nc1cccc(NC(=O)CSc2nc3c(=O)n(C)c(=O)n(C)c3n2C)c1,5.5
O=C(Cc1ccc(Cl)cc1)NCC(=O)N1CCC2(CC1)NCCc1[nH]cnc12,8.4
Cc1cccc(S(=O)(=O)N[C@@H]2CC[C@@H](CCNC(=O)Nc3cc(F)ccc3F)O[C@H]2CO)c1,25.0[25 µM]
COC(=O)c1ccccc1NC(=O)NC1CCCC1,8.3
COc1ccc(OCC(=O)c2c[nH]c3ccccc23)cc1,-46.0

# Not all compounds are listed (hit frequency here may not be typical).
